Tau fibril ThT: inhibitors of human tau fibril formation, thioflavin T binding. P10636. recombinant tau K18 P301L (four-repeat tau fragment), heparin-induced fibrillization, ThT fluorescence. Potency, µM (series often up to 57.4 µM), for the others: at the highest dose activity, negative = inhibition, most hits filed as inhibitors. 270,000 compounds, 2.1% hits; also: nearly all actives have a fitted effect of over 55% in size
Target sequence (P10636 561-689 P618L limits assumed): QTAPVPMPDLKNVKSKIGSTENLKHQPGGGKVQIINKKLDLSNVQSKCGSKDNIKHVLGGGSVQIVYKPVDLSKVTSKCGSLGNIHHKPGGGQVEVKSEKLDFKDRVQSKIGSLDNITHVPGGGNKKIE
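Tau K18 P301L fragment (15 uM unlabeled plus 0.24 uM Alexa 594-labeled) in 100 mM sodium acetate pH 7 with compound, fibrillization induced by 20 uM heparin for 6 hr at 37 C. Thioflavin T (30 uM) added, fluorescence read after 1 hr (ex 450, em 510 nm).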
RGS12 GoLoco inh: blocks human Gai1 binding to RGS12 GoLoco peptide, red readout | P63096 | Gai1:RGS12 GoLoco peptide FP, rhodamine, 10 min | Potency, µM (doses to about 61.6 µM), without a hit: at the highest dose activity, negative = inhibition, usual class: inhibitors | 230,000 compounds, 0.44% hits | AID 880; active = well fitted inhibition curve with a large enough effect, not every such curve was filed as active; inactive = no such curve, though single readings can be large or run the other way; also: nearly all actives have a fitted effect of over 30% in size; many of its hits are not listed in these tables
L3MBTL1 inh: L3MBTL1 (human) inhibition | Q9Y468 | AlphaScreen L3MBTL1–H3K9me1 peptide binding | Potency, µM (doses to about 57.1 µM), without a hit: at the highest dose activity, negative = inhibition, most hits filed as inhibitors | 230,000 compounds, 0.66% hits; also: nearly all actives have a fitted effect of over 60% in size
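First, the protein-peptide complex forms for 30 min at room temperature (L3MBTL1 50 nM, biotinylated H3K9me1 peptide 75 nM). Next, compounds are pin-transferred and incubated 30 min. Finally, AlphaScreen beads are added and read after 30 min.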
TRb SRC2 PPI: disrupts binding of human TR beta to SRC2. AID 1469. Potency, µM (top dose mostly 106 µM), for inactives: top-dose activity change, negative = inhibition, actives largely listed as inhibitors. 280,000 compounds, 0.065% hits. TRbeta-SRC2 peptide binding, fluorescence polarization; receptor liganded with 1 µM T3;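 also: plate controls were bound peptide for no effect and peptide without receptor for full effect; nearly all actives have a fitted effect of over 50% in size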
Target sequence (P10828 whole entry, looked up): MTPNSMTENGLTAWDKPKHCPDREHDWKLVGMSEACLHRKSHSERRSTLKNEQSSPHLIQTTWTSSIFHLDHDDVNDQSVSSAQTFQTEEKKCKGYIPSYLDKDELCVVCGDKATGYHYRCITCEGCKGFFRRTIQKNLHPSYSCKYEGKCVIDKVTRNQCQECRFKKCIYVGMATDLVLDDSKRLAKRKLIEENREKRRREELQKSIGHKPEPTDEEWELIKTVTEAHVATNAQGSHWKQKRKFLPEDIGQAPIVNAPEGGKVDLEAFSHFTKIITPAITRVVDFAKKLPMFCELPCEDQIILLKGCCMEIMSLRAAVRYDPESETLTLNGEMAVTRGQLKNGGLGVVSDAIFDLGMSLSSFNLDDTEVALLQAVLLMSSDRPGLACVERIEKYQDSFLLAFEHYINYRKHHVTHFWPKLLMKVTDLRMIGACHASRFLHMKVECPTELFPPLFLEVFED
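Human TRb ligand-binding domain (0.6 uM) is mixed with 20 nM Texas Red SRC2 peptide and 1 uM T3; after compound addition and 5 hr at ambient temperature, polarization is measured and normalized to unbound and bound controls.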
Tau fibril FP: inhibitors of human tau fibril formation | P10636 | K18 P301L tau heparin fibrillization, Alexa594 FP, 6 h | Potency, µM (doses to about 57.7 µM), without a hit: top-dose activity, negative = inhibition, hits mostly inhibitors | 280,000 compounds, 0.39% hits | AID 1468; also: nearly all actives have a fitted effect of over 55% in size
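Steps: dispense K18 P301L tau (15 uM plus 0.24 uM Alexa 594 tracer, final) in pH 7 sodium acetate; add compound; add heparin (20 uM final); incubate 6 hr, 37 C; add ThT (30 uM final); after 1 hr ambient, read FP.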
RECQ1 helicase: blocks DNA unwinding by human RECQ1; RECQ1 DNA unwinding, red fluorescence kinetic read; AID 2549; 240,000 compounds, 0.54% hits; Potency, µM (series often up to 57.3 µM), without a hit: at the top dose activity, negative = inhibition, usual class: inhibitors; P46063;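 also: plate controls were vehicle for no effect and no enzyme for full effect; nearly all actives have a fitted effect of over 30% in size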
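RECQ1T1 50 nM; forked duplex (20 bp + 30-nt ss tails) 200 nM, ATP 2 mM final; pH 8.0, 2 mM MgCl2, 2.5 ug/ml poly(dI-dC); 15 min compound preincubation; discontinuous kinetic read over 2 h at RT.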
TR SRC2 fluor cs: counter-screen for TRb-SRC2 inhibitors: fluorescence interference. Potency, µM (series often up to 106 µM), without a hit: at the top dose fluorescence change, negative = quenching. TRb/SRC2 Texas Red total fluorescence interference. 280,000 compounds, 0.29% hits; active = well fitted curve in either direction with a large enough effect; inconclusive = small, poorly fitted or top-dose-only effect
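Human TRβ ligand-binding domain (0.6 uM) and Texas Red SRC2 peptide (20 nM) in Tris buffer with 1 uM T3 and 5% DMSO were incubated with pinned compound for 5 hr at ambient temperature. Total fluorescence was computed as S + 2P (555/632 nm).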
KDM4E inh: JMJD2E (human) inhibition. JMJD2E catalytic domain, FDH-coupled NADH fluorescence (FDH is formaldehyde dehydrogenase). Potency, µM (series often up to 57.1 µM), inactives show top-dose activity change, negative = inhibition, actives largely listed as inhibitors. 230,000 compounds, 1.6% hits; active = well fitted inhibition curve with a large enough effect, not every such curve was filed as active; inconclusive = small, poorly fitted or top-dose-only effect, or another doubt; inactive = no such curve, though single readings can be large or run the other way;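 also: 0% = wells with enzyme and -100% = buffer wells without enzyme; nearly all actives have a fitted effect of over 50% in size; many of its hits are not listed in these tables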
Target sequence (B2RXH2 1-337 limits assumed): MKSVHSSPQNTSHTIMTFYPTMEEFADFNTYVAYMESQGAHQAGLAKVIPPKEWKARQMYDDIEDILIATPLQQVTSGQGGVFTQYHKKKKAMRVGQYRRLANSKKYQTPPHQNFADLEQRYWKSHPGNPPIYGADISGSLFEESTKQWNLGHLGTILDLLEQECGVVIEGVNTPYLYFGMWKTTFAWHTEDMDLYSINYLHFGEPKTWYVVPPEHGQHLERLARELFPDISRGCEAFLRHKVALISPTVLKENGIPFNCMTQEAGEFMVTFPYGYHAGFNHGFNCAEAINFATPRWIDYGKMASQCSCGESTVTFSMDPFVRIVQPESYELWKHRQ
Starred values were filed as active, the others as inactive; i = inactive; ? = inconclusive; / = no result given; & = joins results of further samples; [ ] = remark or other dose. Unless noted, calls follow the shape of the dose curve; as a rule, active = well fitted curve in the direction sought with a large enough effect; inconclusive = small, poorly fitted or top-dose-only effect, or another doubt; inactive = no such curve, though single readings can be large; an effect the other way counts as inactive or inconclusive. Unless noted, % is scaled to controls: 0 for no effect and ±100 for the full control effect; potency is read from the fitted curve at half-maximal effect. The list is partial. The share of hits here may be higher or lower than overall.

Preview:
Value order – Tau fibril ThT	TR SRC2 fluor cs	Tau fibril FP	RECQ1 helicase	KDM4E inh	RGS12 GoLoco inh	TRb SRC2 PPI	L3MBTL1 inh
COC(=O)c1ccc(Oc2nc3c(c(=O)n(C)c(=O)n3C)n2Cc2ccc(Cl)c(Cl)c2)cc1
    -6%	-2%	-1%	/	/	/	-1%	/
CCc1ccc2[nH]c(O)c(N=Nc3nc(-c4ccccc4)cs3)c2c1
    4.5µM*	-2%	10%	-9%	-2%	4%	0%	-16%
O=C(Nc1nc2c(s1)CCCC2)C1CCCN1C(=O)c1cccs1 (stereo unspecified)
    -10%	1%	-8%	i	0%	-25%	-4%	0%
Clc1ccc(-c2noc(CN(Cc3ccccn3)CC3CCCO3)n2)cc1 (stereo unspecified)
    -14%	-5%	-9%	i	1%	15%	0%	-22%

The listing, from the start:
Value order – Tau fibril ThT	TR SRC2 fluor cs	Tau fibril FP	RECQ1 helicase	KDM4E inh	RGS12 GoLoco inh	TRb SRC2 PPI	L3MBTL1 inh
COC(=O)c1ccc(Oc2nc3c(c(=O)n(C)c(=O)n3C)n2Cc2ccc(Cl)c(Cl)c2)cc1
    -6%	-2%	-1%	/	/	/	-1%	/
CCc1ccc2[nH]c(O)c(N=Nc3nc(-c4ccccc4)cs3)c2c1
    4.5µM*	-2%	10%	-9%	-2%	4%	0%	-16%
O=C(Nc1nc2c(s1)CCCC2)C1CCCN1C(=O)c1cccs1 (stereo unspecified)
    -10%	1%	-8%	i	0%	-25%	-4%	0%
Clc1ccc(-c2noc(CN(Cc3ccccn3)CC3CCCO3)n2)cc1 (stereo unspecified)
    -14%	-5%	-9%	i	1%	15%	0%	-22%
O=C1CC(N2CCN(C(c3ccccc3)c3ccccc3)CC2)C(=O)N1 (stereo unspecified)
    -12%	2%	-4%	-20%	3%	3%	4%	4%
COc1ccc(-n2nc(C)cc2Nc2ccccc2C(=O)O)cc1
    -7%	1%	-5%	0%	-10%	-7%	-2%	5%
COc1cc(OC)c2c(-c3cccc(-c4cccc(N)c4)c3)cc(=O)oc2c1
    ?	3%	15%[81.3 µM]	-16%[81.1 µM]	/	7%[88.7 µM]	7%	-13%
N#Cc1ccc(C(c2nnnn2CCc2ccccc2)N2CCCCCC2)cc1 (stereo unspecified)
    -5%	2%	7%	-4%	4%	0%	-1%	6%
Cc1ccc(-n2c(=O)c3c(c4cc(C)ccc4n3C)n(Cc3ccc(F)cc3)c2=O)cc1
    -3%	4%	2%	/	/	/	3%	/
COc1ccc(OC)c(NS(=O)(=O)c2ccc3[nH]c4c(c3c2)CCCCC4)c1
    -2%	-1%	3%	/	/	/	-4%	/
Cn1ccnc1SCC(=O)Nc1ccc2c(c1)COC2=O
    ?	-1%	5%	?	-5%	7%	-3%	-22%
O=C(COC(=O)c1ccc([N+](=O)[O-])o1)NC1CCS(=O)(=O)C1 (stereo unspecified)
    0%	-2%	-2%	-8%	5%	-5%	3%	-8%
Cc1ccccc1OC(=O)Cn1c(C(F)(F)F)nc2ccccc21
    -7%	0%	-2%	4%	-1%	9%	1%	8%
CCN(CC)c1ccc2cc(C(=O)Nc3cccnc3N3CCOCC3)c(=O)oc2c1
    18%	-1%	-1%	-1%	-3%	/	-18%	-1%
COc1ccccc1-n1ncc2c(=O)[nH]c(SCC(=O)Nc3cccc(F)c3)nc21
    1%	-2%	-4%	/	/	/	3%	/
CCCCNC(=O)Cn1cnc([N+](=O)[O-])n1
    -6%	1%	3%	23%	3%	7%	-1%	3%
COc1cccc(/C=N/NC(=O)c2ccc(COc3ccc(Cl)cc3Cl)o2)c1
    -22%	-6%	-16%	-2%	/	9%	0%	-13%
O=C(C1CCN(S(=O)(=O)c2cccs2)CC1)N1CCN(c2ccccc2F)CC1
    -12%	?	-3%	/	/	/	-15%[53 µM]	/
Cc1ccc(C(=O)NCc2ccc(Cl)c(Cl)c2)o1
    -4%	-4%	2%	8%	3%	-1%	-5%	11%
Nc1ccccc1-n1cccc1
    -5%	0%	0%	3%	?	1%	6%	-8%
N/C(=N\OC(=O)CCC(=O)O)c1ncc(C(F)(F)F)cc1Cl
    -9%	-2%	1%	i	-4%	-5%	8%	-13%
OCC1(CCc2ccccc2)CCN(Cc2cnc(N3CCCC3)s2)CC1
    2%	1%	-1%	3%	-1%	-13%	-14%	-26%
O=C(CCCN1C(=O)c2ccccc2C1=O)N1CCOCC1
    6%	-1%	-7%	2%	-1%	2%	4%	7%
Cc1ccc(S(=O)(=O)N2CCC(=O)N(CCOC(=O)Nc3ccc(C)c(C)c3)CC2)cc1
    -10%&-4%	4%&-5%	6%&2%	-5%&0%	4%	9%&1%	2%&-2%	15%
O=S(=O)(c1ccccc1)N1CCN(c2nc3ccccc3s2)CC1
    -13%	-3%	-7%	-5%	0%	1%	7%	/
CCCCOC(=O)Nc1nc(CC(=O)OCC)cs1
    -19%	-4%	-1%	i	10%	2%	-5%	-2%
CC1(C)CC(NC(=O)Nc2ccc([N+](=O)[O-])cc2)CC(C)(C)N1
    0%	0%	1%	i	11%	0%	6%	1%
Cc1ccc(C(=O)CC(SCC(=O)O)c2ccc([N+](=O)[O-])cc2)cc1 (stereo unspecified)
    ?	-5%	1%	0%	1%	6%	-1%	-9%
COc1ccc(S(=O)(=O)Nc2cc3c4c(oc3c3ccccc23)CC(C)(C)CC4=O)cc1
    -19%	1%	-1%	-14%	-6%	-4%	-2%	-15%
Cc1ccc(S(=O)(=O)NC(CC(=O)NCc2ccco2)c2ccco2)cc1 (stereo unspecified)
    -10%	-3%	-7%	-9%	-1%	-5%	2%	-4%
O=C(NCc1ccccc1)NC1(C(=O)N2CCN(c3ncccn3)CC2)CCCCC1
    -3%	-6%	6%	i	4%	5%	-2%	2%
COCCNC(=O)/C(C#N)=C/c1ccc2c(c1)OCO2
    -10%	-1%	5%	-3%	?	4%	3%	5%
Cc1ccc(NC(=O)CCC(=O)NNC(=O)Cc2ccccc2)cc1C
    -4%	1%	-2%	-5%	-2%	2%	3%	-1%
Cc1cccnc1
    /	-1%	/	7%	/	7%	6%	5%
CSc1nc2c(c(=O)[nH]1)C(c1cccs1)C1=C(CCCC1=O)N2 (stereo unspecified)
    -7%	-2%	-2%	-9%	-24%	7%	7%	?
Cc1cc(C)n2nc(SCC(=O)N(C)c3c(N)n(Cc4ccccc4)c(=O)[nH]c3=O)nc2n1
    -3%	-1%	2%	-11%	-1%	-2%	-1%	10%
CN1OC2C(=O)N(c3ccccc3)C(=O)C2C1c1ccc(F)cc1 (stereo unspecified)
    -12%	-4%	-7%	2%	-5%	/	-1%	-7%
Cc1ccc(N2CC(C(=O)O)CC2=O)cc1 (stereo unspecified)
    -3%	-1%	-7%	-1%	-12%	7%	3%	0%
CCOC(=O)c1ccc(C(=O)OCC)nc1
    -7%	1%	-1%	0%	2%	-8%	-13%	8%
Cc1cccc(Nc2nc(NCc3ccco3)c3ccccc3n2)c1
    -13%	-2%	?	i	-5%	-4%	0%	-3%

One compound at a time, from the list above. Values in the order: Tau fibril ThT | TR SRC2 fluor cs | Tau fibril FP | RECQ1 helicase | KDM4E inh | RGS12 GoLoco inh | TRb SRC2 PPI | L3MBTL1 inh
Listed for CN1OC2C(=O)N(c3ccccc3)C(=O)C2C1c1ccc(F)cc1 (stereo unspecified) → -12% | -4% | -7% | 2% | -5% | / | -1% | -7%
Listed for COCCNC(=O)/C(C#N)=C/c1ccc2c(c1)OCO2 → -10% | -1% | 5% | -3% | ? | 4% | 3% | 5%

Random excerpt: 4 compounds from above, in no set order.
Value order – Tau fibril ThT	TR SRC2 fluor cs	Tau fibril FP	RECQ1 helicase	KDM4E inh	RGS12 GoLoco inh	TRb SRC2 PPI	L3MBTL1 inh
OCC1(CCc2ccccc2)CCN(Cc2cnc(N3CCCC3)s2)CC1
    2%	1%	-1%	3%	-1%	-13%	-14%	-26%
Cn1ccnc1SCC(=O)Nc1ccc2c(c1)COC2=O
    ?	-1%	5%	?	-5%	7%	-3%	-22%
COCCNC(=O)/C(C#N)=C/c1ccc2c(c1)OCO2
    -10%	-1%	5%	-3%	?	4%	3%	5%
COc1ccccc1-n1ncc2c(=O)[nH]c(SCC(=O)Nc3cccc(F)c3)nc21
    1%	-2%	-4%	/	/	/	3%	/

Other structures follow.
Value order – Tau fibril ThT	TR SRC2 fluor cs	Tau fibril FP	RECQ1 helicase	KDM4E inh	RGS12 GoLoco inh	TRb SRC2 PPI	L3MBTL1 inh
Clc1ccc(CCNC(c2ccc(Cl)cc2)c2nnc(-c3ccccc3)o2)cc1 (stereo unspecified)
    -16%	0%	4%	/	/	/	-4%	/
CCOC(=O)C(=CNc1cscc1S(=O)(=O)C(C)C)C(=O)OCC
    -9%	-9%	3%	-1%	-7%	14%	3%	1%
CC(C)Cc1ccc(S(=O)(=O)N2CCC(c3ccncc3)CC2)cc1
    1%	-1%	8%	/	/	/	-1%	/
O=C(O)/C=C/c1cn(-c2ccccc2)nc1-c1ccc2c(c1)OCCO2
    -9%	-2%	0%	-11%	?	6%	-9%	1%
O=P(OC1CCCCC1)(OC1CCCCC1)C(Nc1ccccc1)c1cccnc1 (stereo unspecified)
    -14%	1%	-6%	i	7%	8%	1%	-5%
CCn1c2ccccc2c2nnc(N3CCN(c4cccc(Cl)c4)CC3)nc21
    ?	-15%	8%	/	/	/	-2%	/
Cc1ccnc(-n2c(C)cc(C=O)c2C)c1
    -10%	0%	1%	-1%	-19%	22%	-7%	-4%

Source: PubChem (National Center for Advancing Translational Sciences (NCATS))
